Screening data (PubChem BioAssay)
Hsp70 activator = Hsp70 transcriptional activation, primary screen; HeLa Hsp70 promoter luciferase reporter, luminescence; scaled: vehicle 0, proteasome-inhibitor control 100%; activation, % at 10 µM; 0.04% of 200,000 active;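 active means activation above the mean across all tested compounds plus 3 SD, cutoff set per campaign, cut at about 5.5% in these data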;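 further: 100% = MG132 at 30 µM as the positive control and 0% = DMSO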
PMI activator = phosphomannose isomerase (human) activation; P34949; purified human PMI, coupled resazurin fluorescence, 20 min; active compounds read high; 1 = vehicle control, 0 substrate-free wells; activation factor at 20 µM; 0.005% of 190,000 active;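 active means activation factor of 2 or more at 20 µM, relative to plate controls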
RAM network inh = inhibitors of the yeast RAM network; S. cerevisiae dse1pr::URA3 reporter, 5-FOA growth OD615, 2 d; analog-sensitive cbk1-as2 kinase mutant strain; 1.8% of 190,000 active; inhibition, % at 50 µM;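 active means inhibition above a set limit, 3 SD over mean compound inhibition, cut at about 8.4% in these data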;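 further: 0% = DMSO-only wells with no growth and 100% = 10 µM 1-NA-PP1 full growth; inhibition rescues growth on 5-FOA so higher OD means more RAM inhibition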
S1P3 antagonist = S1P3 (human) receptor antagonism; Q99500; CHO S1P3 NFAT-BLA reporter, FRET fluorescence, antagonist mode; inhibition, % at 4.98 µM; 0.27% of 170,000 active; AID 485;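 active means inhibition above the plate cutoff, the mean inhibition of test wells on that plate plus 3 SD, cut at about 28% in these data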;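 further: cells challenged with S1P at its EC80 of 0.8 µM; blue over green emission ratio from cleaved BLA substrate after 4 h stimulation; 0% = S1P-stimulated wells and 100% = unstimulated DMSO-only wells; some compounds past the cut are filed as inactive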
G6PDH CS = L. mesenteroides G6PDH inhibition counter-screen; Purified L. mesenteroides G6PDH, diaphorase/resazurin coupled fluorescence, 45 min; inhibition, % at 5 µM; 0.12% of 200,000 active
Diaphorase inh = counter-screen for diaphorase-based assays: diaphorase inhibitors and chemical oxidizers | 0.69% of 190,000 active | inhibition, % at 20 µM | diaphorase resazurin-to-resorufin fluorescence, NADH, 16 min; bacterial (C. kluyveri) enzyme, not human;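 active means primary screen inhibition at 20 µM above a set limit, cut at about 50% in these data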;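 further: plate controls were DMSO with full reaction for no effect and wells lacking NADH for full effect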
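System: Bacterial diaphorase enzyme (C. kluyveri) | Incubation: 16-min room-temperature incubation before reading | Benchmarks: No-NADH positive control and DMSO neutral control | Measured by: Resorufin fluorescence 544/590 nm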
PMI act hi M6P = increases human PMI activity with near-saturating mannose 6-phosphate | coupled PMI enzyme assay, resazurin fluorescence, 20 min; active compounds read high; 1 = untreated enzyme, 0 = substrate-free blank | activation factor at 20 µM | 0.34% of 190,000 active;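 active means activation factor of 2 or more at 20 µM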
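Material: human phosphomannose isomerase with PGI, G6PDH, diaphorase coupling enzymes; amount: PMI at 15 ng/mL final; also added: Mannose-6-phosphate 1.0 mM (near-saturating) plus 0.22 mM NADP+; incubation: enzyme reaction with compound 20 min at room temperature; signal: resorufin fluorescence (Ex 544/Em 590 nm) from resazurin via diaphorase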
Diaph act CS = diaphorase activation or chemical reduction counter-screen. Diaphorase/resazurin coupled assay, resorufin fluorescence, 16 min; active compounds read high; 1 = vehicle wells, 0 = NADH-free wells. activation factor at 20 µM. 0.005% of 190,000 active;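 active means diaphorase activity raised at least twofold by the compound at 20 µM; inactive means activation factor below 2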
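Test system: Clostridium kluyveri diaphorase, purified enzyme. Buffer or medium: 50 mM HEPES pH 7.4 buffer plus MgCl2 and Tween 20. Also added: 0.114 mM NADH and 0.1 mM resazurin, final amounts. Dosing: compound 20 µM once, DMSO 1%. Schedule: 16 min enzyme reaction, ambient temperature. Detection: fluorescence of resorufin, 544 nm excitation, 590 nm emission.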
DTT redox prof = compounds producing H2O2 with reducing agent – biochemical, NIH compound library profiling, artefact control for MLSCN library redox annotation, primary screen; DTT-dependent redox cycling H2O2, phenol red/HRP absorbance; 100% = 100 µM peroxide control, 0% = buffer; activation, % at 10 µM; 0.03% of 200,000 active;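 active means activation of at least 50% relative to the plate's high and low controls in the primary single-dose screen; inactive means activation below 50%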;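 further: compound incubated with DTT at 0.8 mM final as the reducing agent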
TLR4 MyD88 comp = inhibitors of human TLR4-MyD88 binding. AID 861. O00206+Q99836. inhibition, % at 8.4 µM. 0.18% of 200,000 active. HeLa CL3-4 TLR4/MyD88 BLA complementation, FRET ratio; in the data active means inhibition above about 25%;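 further: 0% = vehicle and 100% = reference inhibitor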
Target sequence (O00206 whole entry, looked up): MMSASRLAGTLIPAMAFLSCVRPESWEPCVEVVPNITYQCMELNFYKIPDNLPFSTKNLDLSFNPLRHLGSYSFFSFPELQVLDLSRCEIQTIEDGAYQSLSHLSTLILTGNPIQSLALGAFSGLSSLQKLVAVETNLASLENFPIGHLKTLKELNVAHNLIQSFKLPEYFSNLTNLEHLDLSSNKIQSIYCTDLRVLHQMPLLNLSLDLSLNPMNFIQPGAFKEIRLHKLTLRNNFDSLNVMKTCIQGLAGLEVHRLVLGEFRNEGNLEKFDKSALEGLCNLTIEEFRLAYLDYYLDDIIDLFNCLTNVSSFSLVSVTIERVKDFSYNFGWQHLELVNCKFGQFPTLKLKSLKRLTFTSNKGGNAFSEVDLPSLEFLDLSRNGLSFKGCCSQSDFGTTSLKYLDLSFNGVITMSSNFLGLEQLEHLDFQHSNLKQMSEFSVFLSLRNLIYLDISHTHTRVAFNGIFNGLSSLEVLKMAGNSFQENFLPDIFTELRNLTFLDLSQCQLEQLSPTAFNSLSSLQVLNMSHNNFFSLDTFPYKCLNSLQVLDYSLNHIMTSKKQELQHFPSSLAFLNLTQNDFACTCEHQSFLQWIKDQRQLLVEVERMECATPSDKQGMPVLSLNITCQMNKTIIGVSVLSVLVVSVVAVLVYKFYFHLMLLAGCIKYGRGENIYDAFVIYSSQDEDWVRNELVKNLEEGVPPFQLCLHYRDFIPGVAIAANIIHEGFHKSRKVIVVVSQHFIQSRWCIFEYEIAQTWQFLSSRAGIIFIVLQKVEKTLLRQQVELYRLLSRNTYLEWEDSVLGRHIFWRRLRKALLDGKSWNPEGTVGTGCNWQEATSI
Target sequence (Q99836 whole entry, looked up): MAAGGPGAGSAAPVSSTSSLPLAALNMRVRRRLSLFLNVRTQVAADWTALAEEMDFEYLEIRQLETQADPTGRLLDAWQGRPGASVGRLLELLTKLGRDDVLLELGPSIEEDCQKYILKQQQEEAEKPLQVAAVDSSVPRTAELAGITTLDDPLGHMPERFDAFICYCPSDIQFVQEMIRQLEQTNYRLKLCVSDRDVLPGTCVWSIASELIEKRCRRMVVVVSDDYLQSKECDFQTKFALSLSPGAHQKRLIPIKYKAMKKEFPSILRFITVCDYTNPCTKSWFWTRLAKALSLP
L major viab = Leishmania major promastigote growth inhibition; Leishmania major promastigotes, resazurin fluorescence viability; inhibition, % at 10 µM; 9% of 200,000 active; AID 1063;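 further: promastigotes grown with compound for 44 hours at 28 °C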
The depositor's hits bear a star; x = no result given. Unless noted, no stated cut-off is given here; in the data, active means inhibition above about 50%; inactive means the rest. This is a random part of the collection; any-hit rate near 12%.

SMILES	Hsp70 activator	PMI activator	RAM network inh	S1P3 antagonist	G6PDH CS	Diaphorase inh	PMI act hi M6P	Diaph act CS	DTT redox prof	TLR4 MyD88 comp	L major viab
COc1ccc(-c2c(C(=O)O)nc3ccccc3c2C(=O)O)cc1	0.2	1	0.9	x	-4.8	7.5	1	0.9	-7.2	-14.1	-6.8
CC1Cc2ccccc2N1C(=O)CSc1ccccc1 (stereo not drawn)	0.2	1	-0.9	x	2.4	-11.7	1	1.1	0.9	5.0	10.0
COC(=O)C1C(O)=C(C=Nc2ccc3ccccc3c2)C(=O)CC1(C)C (stereo not drawn)	-0.1	1	1.0	-13.2	0.3	25.6	0.8	0.7	-2.4	11.5	6.8
CC(C)NC(=O)NC(=O)COc1c(F)c(F)cc(F)c1F	-0.4	1	1.5	x	7.6	6.0	1.1	0.9	-1.4	1.6	-2.0
Cc1csc(/C(C#N)=N/O)n1	-0.4	1	0.9	6.1	9.9	4.1	0.9	1	1.7	-4.1	-7.7
COc1ccc(S(=O)(=O)N2CCCCCC2)cc1Br	-0.3	0.9	-0.8	6.9	7.8	-0.3	1	1	-0.7	2.0	-2.9
Cc1cc(C)c(C#N)c(SCc2c(F)cccc2[N+](=O)[O-])n1	-0.4	0.8	7.4	-0.9	10.6	23.3	0.8	0.8	-0.5	-8.1	-0.7
CC1CCCCC1NC(=S)Nc1ccc(SC(F)F)cc1 (stereo not drawn)	-0.1	0.9	1.0	x	3.6	20.2	0.9	0.8	0.1	-1.4	17.6
NC(=O)c1cccnc1Oc1cccc(Cl)c1	-0.1	1.1	0.9	x	2.4	3.2	1.1	1	0.1	1.5	-5.7
CSc1ccc(-c2ccco2)nn1	-0.2	1.2	-0.2	5.8	5.7	15.1	1.1	0.8	-0.7	-1.9	-6.8
COc1ccccc1NC(=S)NNC(=O)c1nn(C)c(C)c1Br	0.1	1	0.7	-12.8	5.1	17.9	1	0.8	-0.2	2.5	-9.2
CCCc1cc(=O)oc2cc(C)cc(OCC(=O)O)c12	-0.2	1	0.3	11.9	11.4	13.3	0.9	0.9	-0.3	4.7	-1.3
O=C(N/N=C/C=C\c1ccco1)c1cccnc1	-0.1	0.9	2.2	x	4.9	16.7	0.6	0.8	2.7	-7.9	-3.9
Cc1occc1C(=O)NNC(=O)c1nn(C)c(=O)c2ccccc12	-0.2	1	0.0	0.2	0.9	15.5	0.9	0.8	-1.6	-8.7	5.6
COc1ccc(C2C(C#N)=C(N)Oc3n[nH]c(-c4ccccn4)c32)c(OC)c1OC (stereo not drawn)	-0.2	0.8	0.9	-34.4	13.7	15.8	0.7	0.8	1.7	0.7	5.3
COC(=O)[C@H](Cc1ccccc1)NC(=O)O[C@H]1C(=O)c2ccc(OC)cc2O[C@@H]1c1ccc2c(c1)OCO2	0.0	0.9	3.9	-10.7	13.2	20.3	0.9	0.8	1.0	-0.4	-3.2
OCCNCc1ccc(OCc2ccc(Cl)cc2Cl)cc1	0.3	1.3	-0.1	7.3	12.9	2.7	1.3	1	-0.3	-9.0	100.5*
Cc1nn(C)c(C)c1NC(=O)CC12CC3CC(CC(C3)C1)C2	-0.1	1	1.2	-25.1	6.9	20.4	1	0.8	-0.2	3.0	-0.1
CCOc1ccc(C(=O)c2ccncc2)cc1	-0.1	0.9	0.7	20.5	3.3	14.2	0.9	0.9	1.0	-10.1	-6.2
COc1ccc2nc3oc(C(=O)Nc4ccc(OC)c(OC)c4)cc3cc2c1	-0.7	0.9	2.4	x	1.4	-8.8	1	1.1	0.5	-5.1	-6.5

Three of the entries above in order of their number in PMI activator, smallest number first.
canonical_smiles	Hsp70 activator	PMI activator	RAM network inh	S1P3 antagonist	PMI act hi M6P	DTT redox prof	TLR4 MyD88 comp
Cc1cc(C)c(C#N)c(SCc2c(F)cccc2[N+](=O)[O-])n1	-0.4	0.8	7.4	-0.9	0.8	-0.5	-8.1
COc1ccc2nc3oc(C(=O)Nc4ccc(OC)c(OC)c4)cc3cc2c1	-0.7	0.9	2.4	x	1	0.5	-5.1
CC(C)NC(=O)NC(=O)COc1c(F)c(F)cc(F)c1F	-0.4	1	1.5	x	1.1	-1.4	1.6

The list goes on.
SMILES	Hsp70 activator	PMI activator	RAM network inh	S1P3 antagonist	G6PDH CS	Diaphorase inh	PMI act hi M6P	Diaph act CS	DTT redox prof	TLR4 MyD88 comp	L major viab
CCOC(=O)/C(=C/c1c2ccccc2cc2ccccc12)NC(=O)c1ccccc1	-0.2	0.8	1.4	x	8.1	19.7	0.9	0.8	-0.3	1.4	34.8
Cc1[nH]c(=O)[nH]c(=O)c1S(=O)(=O)N1CCCC(C(=O)N2CCN(c3cccc(C(F)(F)F)c3)CC2)C1 (stereo not drawn)	-0.4	1	1.3	-1.7	7.3	12.8	1	0.9	0.3	6.7	-5.3
C/C(=N\NC(=O)COc1ccc(C#N)cc1)c1ccc(N2CCOCC2)cc1	-0.2	1	2.4	-12.8	9.4	-3.7	1	1	-0.6	-1.1	-1.3
O=[N+]([O-])c1cccc(CSc2cccc[n+]2[O-])c1	-0.2	1.1	0.0	-22.2	2.3	2.3	1.1	1	-0.7	-9.3	-3.0
CCC(=O)Nc1cccc(NC(=O)CSc2nnnn2C2CCCC2)c1	0.6	1	1.7	5.6	5.1	2.8	1	1	0.2	-0.8	2.6
CC(C)=C1C(=O)NN(c2ccc(C)c(Cl)c2)C1=O	-0.3	1.3	2.6	-25.2	4.5	11.1	1.3	0.9	0.3	-10.4	-1.5
CCSc1nnc(N2C(=O)CC(c3ccsc3)C3=C2CC(C)(C)CC3=O)s1 (stereo not drawn)	-0.1	0.9	2.6	-11.4	30.4	1.7	0.9	1	-1.0	13.2	67.3*
CCOC(=O)c1c(C)oc2ccc(OS(C)(=O)=O)cc12	-0.1	0.9	0.1	-16.5	7.2	8.8	1	0.9	-0.1	-17.7	-2.5
Cc1cccc(NC(=O)c2cc3c([nH]c4ccccc43)c(C)n2)c1C	-0.4	0.9	3.2	2.3	0.7	25.9	0.9	0.7	0.9	0.7	40.7
Cc1cc(C(=O)Nc2c(C)nn(Cc3ccc(F)cc3)c2C)on1	0.0	1	1.6	x	7.6	-3.9	1.1	1	1.0	-0.7	-5.5
CCCCCOC(=O)C1C2C=CC3(CN(c4ccccc4C)C(=O)C13)O2 (stereo not drawn)	-0.1	1	0.3	-11.9	13.0	7.0	1	0.9	-1.4	-3.6	1.1
Cc1cc(S(=O)(=O)NC2CCCCC2)ccc1-n1cnnn1	-0.2	1	0.6	4.2	13.9	-1.6	1	1	-0.1	10.1	-3.5
CCOc1ccc(OCCn2ccnc2)cc1	-0.4	1.1	0.4	-4.2	3.0	-4.0	1.1	1	0.0	-19.3	28.6
COc1ccc(CCNC(=O)C23CCC(C)(C(=O)C2=O)C3(C)C)cc1OC (stereo not drawn)	0.0	1	-0.3	-7.9	7.1	5.9	1	0.9	-0.2	-8.7	-4.6
O=C(CCNC(=O)c1ccc([N+](=O)[O-])cc1)Nc1ccccc1N1CCOCC1	-0.1	1	1.3	-14.6	-1.5	9.0	1	0.9	-2.3	-1.9	7.6
CCCNC(=O)CC(NS(=O)(=O)c1ccc(NC(C)=O)cc1)C(C)C (stereo not drawn)	0.0	1.1	1.5	0.4	10.8	-10.3	1.1	1.1	-0.6	-10.8	3.3
Cc1ccc(-n2nc(C)c3c2OC(N)=C(C#N)C3c2cccs2)cc1 (stereo not drawn)	-0.2	1.2	-0.1	x	10.9	4.9	1.1	1	-0.3	-6.3	2.6
Cc1nc(NC(=O)C2CCCCC2)sc1C	-0.1	1	-0.5	x	3.9	1.7	1.1	1	1.9	1.4	1.6
CC(=O)CCc1ccc(OCCCCn2cncn2)cc1	-0.2	0.9	0.1	-1.8	6.9	-3.4	1	1	2.4	10.1	-5.4
O=c1oc(-c2cccs2)nc2ccc(Cl)cc12	-0.1	1.1	0.1	-12.0	1.8	9.7	1.2	0.9	-0.3	-10.4	-6.5
Cn1cc(/C=N/n2cnc3sc4c(c3c2=O)CCCC4)c2ccccc21	-0.3	1	2.9	7.9	4.7	25.6	1	0.7	0.6	-1.6	12.1
CC(C)c1ccccc1-n1cc[nH]c1=S	-0.3	1.3	-0.4	6.8	4.0	2.3	1.4	1	0.0	5.4	-9.1
COc1ccccc1N1CCN(/N=C/c2cccc(OC)c2O)CC1	0.1	0.8	0.1	-0.8	25.2	13.0	0.8	0.9	-0.3	-11.1	-3.3
O=C(Nc1cnccn1)c1ccncc1	-0.1	0.9	-0.2	-8.7	-5.4	1.3	1	1	0.6	2.5	-8.9
COc1ccc(-n2nnnc2SCc2nc(N)nc(N3CCOCC3)n2)cc1	0.0	1	1.6	x	9.5	8.2	1	0.9	-4.4	-4.9	-3.2
CCCCn1cnc2c(sc3nc4c(cc32)CSC(C)(C)C4)c1=O	0.2	0.9	3.2	4.3	0.7	17.0	1	0.8	0.3	-3.7	-3.1
Cc1ccc(C(=O)CSc2nn3c(=O)c(C(C)(C)C)nnc3s2)cc1	0.2	0.9	4.2	x	4.4	11.3	0.9	0.9	0.1	2.7	-1.9
COc1ccc(N(C(=O)c2ccn[nH]2)C(C(=O)NC(C)(C)C)c2ccc(F)cc2)cc1 (stereo not drawn)	-0.1	1	1.1	x	-7.2	8.0	1	0.9	0.0	0.7	80.5*
Cc1cccc(-c2nc(Nc3ccc(N4CCOCC4)cc3)c3ccccc3n2)c1	-0.4	0.9	5.2	-4.2	-0.2	11.9	0.8	0.9	0.1	-0.7	73.6*
Cc1ccsc1C(=O)OCC(=O)N1CCc2ccccc2C1	0.1	1.1	0.2	12.0	8.0	-11.1	1.1	1.1	-2.1	-7.0	-9.1
CCOC(=O)C1=NN(C(C)=O)C2(CC(=O)N(c3ccc(C)c(C)c3)C2=O)C1 (stereo not drawn)	-0.3	1	2.7	3.0	4.1	15.1	0.9	0.8	-0.2	1.9	-4.2
Cc1ccc(C)c(NC(=O)C(NCC(C)(C)N2CCOCC2)c2ccccc2)c1 (stereo not drawn)	-0.2	1	2.9	7.6	0.2	1.6	1	1	-0.4	9.0	0.4
O=C(CCc1nnc(CCCCc2ccccc2)o1)NCCn1cccn1	0.2	x	0.4	-13.0	4.5	x	x	x	0.1	11.4	-3.7
CCNc1nc(=S)nc(NC(C)C)[nH]1	-0.3	0.9	2.9	5.0	-19.7	20.0	1	0.8	0.7	0.9	-4.0
CSc1ccccc1-n1nnnc1SCc1ccccc1	0.0	0.9	3.5	-1.4	0.3	-1.5	1	1	0.7	3.4	-5.7
